TLR4-MyD88 BLA – blocks binding of human TLR4 to MyD88 | HeLa CL3-4 TLR4/MyD88 BLA complementation, FRET ratio | O00206+Q99836 | 200,000 tested, 0.18% active | inhibition, % at 8.4 µM; in the data active means inhibition above about 25%;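 further: 0% = vehicle and 100% = reference inhibitor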
Target sequence (O00206 whole entry, looked up): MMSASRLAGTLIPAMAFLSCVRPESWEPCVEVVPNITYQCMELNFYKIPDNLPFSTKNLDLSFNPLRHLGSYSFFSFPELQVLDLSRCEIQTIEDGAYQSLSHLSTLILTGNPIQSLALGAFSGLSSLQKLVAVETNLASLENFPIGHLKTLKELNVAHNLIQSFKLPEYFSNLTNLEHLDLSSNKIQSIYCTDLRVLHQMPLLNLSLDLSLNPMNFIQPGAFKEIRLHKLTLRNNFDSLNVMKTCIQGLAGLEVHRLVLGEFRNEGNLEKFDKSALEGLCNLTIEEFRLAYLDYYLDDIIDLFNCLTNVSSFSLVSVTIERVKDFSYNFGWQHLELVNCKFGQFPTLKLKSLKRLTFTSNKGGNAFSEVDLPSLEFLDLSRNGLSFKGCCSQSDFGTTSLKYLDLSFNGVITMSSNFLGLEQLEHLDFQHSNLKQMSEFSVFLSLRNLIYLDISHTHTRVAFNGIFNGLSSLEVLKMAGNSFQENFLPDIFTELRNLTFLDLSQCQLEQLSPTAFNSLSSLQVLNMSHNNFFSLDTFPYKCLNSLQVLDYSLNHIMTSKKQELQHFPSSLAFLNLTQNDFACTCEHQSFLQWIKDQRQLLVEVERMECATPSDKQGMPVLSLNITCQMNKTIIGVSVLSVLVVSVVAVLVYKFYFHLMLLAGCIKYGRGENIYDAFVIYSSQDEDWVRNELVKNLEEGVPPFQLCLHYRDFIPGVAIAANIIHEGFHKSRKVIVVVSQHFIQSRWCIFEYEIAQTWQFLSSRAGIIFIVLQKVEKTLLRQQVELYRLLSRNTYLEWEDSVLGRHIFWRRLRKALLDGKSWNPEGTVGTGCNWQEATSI
Target sequence (Q99836 whole entry, looked up): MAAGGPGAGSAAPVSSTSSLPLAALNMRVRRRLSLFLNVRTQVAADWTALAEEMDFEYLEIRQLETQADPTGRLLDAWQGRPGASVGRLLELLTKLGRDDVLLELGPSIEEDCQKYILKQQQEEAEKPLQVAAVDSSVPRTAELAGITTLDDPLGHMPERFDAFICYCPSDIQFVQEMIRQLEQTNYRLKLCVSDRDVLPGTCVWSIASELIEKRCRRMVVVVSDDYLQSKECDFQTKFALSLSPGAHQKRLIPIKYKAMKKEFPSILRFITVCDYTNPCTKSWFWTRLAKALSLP
APP transl inh – APP translation inhibition | SH-SY5Y APP 5'UTR-luciferase reporter, luminescence | inhibition, % at 2 µM | 190,000 tested, 0.82% active | AID 1285;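 active means inhibition above a set limit, derived from the sample mean plus 3 SD, cut at about 45% in these data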; further: values of inactives mirror those of a sister screen read the other way
G6PDH counter – inhibits Leuconostoc G6PDH, flagging false hits in G6PDH-based assays; Purified L. mesenteroides G6PDH, diaphorase/resazurin coupled fluorescence, 45 min; inhibition, % at 5 µM; 200,000 tested, 0.12% active; in the data active means inhibition above about 50%
Diaphorase act – diaphorase activation or chemical reduction counter-screen | Diaphorase/resazurin coupled assay, resorufin fluorescence, 16 min; hits give high values; 1 = vehicle wells, 0 = NADH-free wells | activation factor at 20 µM | 190,000 tested, 0.005% active;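 active means diaphorase activity raised at least twofold by the compound at 20 µM; inactive means activation factor below 2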
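System – purified diaphorase enzyme from Clostridium kluyveri · Input – enzyme 0.07 U/mL final · Also added – final NADH 0.114 mM, resazurin 0.1 mM · Measured by – fluorescence of resorufin, 544 nm excitation, 590 nm emission · Timing – 16 min enzyme reaction, ambient temperature · Measure – resorufin increase flagging diaphorase activators or reducers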
FLuc act counter – affects firefly luciferase, flagging false hits in luciferase stimulation screens; 200,000 tested, under 10 active; AID 1027; activation factor at 10 µM; ATPlite luciferase biochemical, luminescence, 10 min; 0 = ATP-free wells, 1 = DMSO control;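 active means luciferase activation factor, scaled between plate controls, of at least 2 with compound at 10 µM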
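Material: Luciferase/luciferin reagent mix | Doses: Test compounds dosed from 2 mM stocks in 100% DMSO | Timing: 10 min incubation after luciferase reagent addition, room temperature | Measured by: Luminescence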
STAT1 activator – STAT1 signaling activation; AID 932; 200,000 tested, 2.6% active; activation (% of control), % at 5.5 µM; NIH 3T3 STAT1-luciferase reporter, IFN-gamma, luminescence; 100% = IFN-gamma alone, no compound;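 active means activation above the screen-wide mean activation plus 3 SD, cut at about 130% in these data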;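 further: raw ratio to IFN-gamma control signal so 100% means no change and 0% no light; values of inactives mirror those of a sister screen read the other way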
APP 5'UTR act – activates APP 5'UTR luciferase reporter; SH-SY5Y APP 5'UTR luciferase reporter, luminescence; zero percent = DMSO vehicle wells; AID 1276; 190,000 tested, 1% active; activation, % at 2 µM;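 active means activation above a set limit, based on mean plus 3 SD of controls, cut at about 140% in these data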; further: values of inactives mirror those of a sister screen read the other way
Diaphorase inh – counter-screen for diaphorase-based assays: diaphorase inhibitors and chemical oxidizers | 190,000 tested, 0.69% active | AID 1217 | inhibition, % at 20 µM | diaphorase resazurin-to-resorufin fluorescence, NADH, 16 min; bacterial (C. kluyveri) enzyme, not human;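 active means primary screen inhibition at 20 µM above a set limit, cut at about 50% in these data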;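 further: plate controls were DMSO with full reaction for no effect and wells lacking NADH for full effect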
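Assay system: diaphorase enzyme from Clostridium kluyveri. Quantity: enzyme working solution with 0.14 U/mL diaphorase. Schedule: reaction incubation of 16 min at room temperature. Technique: resorufin fluorescence, excitation 544 nm, emission 590 nm. Controls: No-NADH positive control and DMSO neutral control.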
NF-kB expr up – NF-kB expression increase, human neuronal cells; fold change at 12.5 µM; 190,000 tested, 1.6% active; AID 1239; NF-kB reporter expression; hits give high values; in the data active means fold change above about 3.3
FLuc inh counter – Photinus pyralis luciferase inhibition counter-screen | P08659 | ATPLite firefly luciferase biochemical luminescence, 10 min | inhibition, % at 10 µM | 200,000 tested, 1.5% active | AID 1006;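 active means inhibition above about 50% when tested at 10 µM, limit read from the data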
An asterisk follows results filed as active; nt = no result given; & = joins results of further samples. Random draw from the library (roughly 5.6% active in at least one column).

SMILES	TLR4-MyD88 BLA	APP transl inh	G6PDH counter	Diaphorase act	FLuc act counter	STAT1 activator	APP 5'UTR act	Diaphorase inh	NF-kB expr up	FLuc inh counter
CCOC(=O)c1cc2c(=O)n3ccccc3nc2n(CCCOC)c1=NC(=O)C(C)(C)C	-15	3	7	0.9	1.1	102	-3	6	0.84	-9
Cc1cccc(-c2nc(NCCCN3CCOCC3)c3ccccc3n2)c1	-6	-14	5	1.2	1	88	14	-23	0.68	-2
Cc1nn(Cc2ccc(Cl)cc2Cl)c(C)c1NC(=O)Cn1nc([N+](=O)[O-])c(Cl)c1C	-5	-9	3	1.1	1	105	9	-5	0.96	-4
CCN(CC)C(=O)COC(=O)c1cc(-c2ccco2)nc2ccccc12	13	0	-5	0.8	0.9	96	0	21	0.87	11
CC[N+]1(C)CC2CCC(C)(C1)C2(C)C (centres undefined)	0	-8	4	1	1.1	106	8	0	1.2	-6
CCOc1ccc(-c2nnn(CC(=O)N3CCCC(C)C3)n2)cc1 (centres undefined)	11	-4	6	1.1	1	111	4	-8	1	3
CC1(C)CC(=O)C2=C(C1)N(CC1CCCO1)C(=O)NC2(C(F)(F)F)C(F)(F)F (centres undefined)	9	7	7	0.9	1	96	-7	8	0.89	-1
N#Cc1cn(CC(=O)N2CCCc3ccccc32)c2ccccc12	-6	15	4	0.9	1.1	93	-15	8	0.47	-7
CCOP(=O)(c1ccccc1)c1nc(-c2ccc(F)cc2)oc1N1CCCCC1 (centres undefined)	15	13	-2	0.8	1	92	-13	19	1.4	4
Cc1ccc(C)n1-c1ccc(N2CCOCC2)c(Br)c1	-6	2	0	0.4	1.1	102	-2	56*	1.1	-6
Cc1onc(-c2c(Cl)cccc2Cl)c1C(=O)Nc1ccc2c(c1)OCCO2	-3	4	4	0.8	1	102	-4	15	0.82	-4
CCCCNC(=O)COC(=O)CCC(=O)c1ccc(Cl)cc1	8	-3	0	0.9	1	102	3	10	1.1	-4
CSc1cccc(NC(=O)CCCOc2ccc(Cl)cc2C)c1	-11	6	-40	0.8	1	100	-5	25	0.89	-2
N#Cc1ccc(OCC(=O)NC2=NCCS2)cc1	6	10	-4	0.9	1	110	-10	14	0.9	4
Cc1ccc(-c2nnc(SCC(=O)N/N=C/c3c(C)nn(-c4ccccc4)c3C)n2-c2ccc(C)cc2)cc1	-2	10	5	0.8	1.1	97	-10	22	0.66	-11
COc1cc(-c2cc(C(=O)O)c3c(OC)c(OC)c(OC)cc3n2)ccc1O	3	8	6	1	1.1	95	-8	5	1.1	-9
CC(=O)N/C(=C/c1ccc2c(c1)OCO2)C(=O)NCCO	5	3	-2	1	1	94	-3	4	1	1
CC(C)Cc1nc2oc3c(N4CCN(CCO)CC4)ncnc3c2c2c1CCCC2	17	6	-33	0.8	1	100	-6	18	0.49	1
Cn1cc(SCC(=O)NCCc2ccccc2)c2ccccc21	-4	11	2	0.9	1	99	-11	10	1	-2
Cc1nc2c(cc1C#N)C(=O)c1ccccc1-2	-9	-15	9	0.9	1	103	15	6	1.1	-2
C=CCSc1nnc(-c2ccccc2NC(C)=O)c(=O)[nH]1	1	-11	12	1	0.8	100	11	1	1.1	23
Cc1ccc(S(=O)(=O)N/N=C/c2cccs2)cc1	-15	-16	14	1	1	101	15	5	1.3	-2
Cc1ccc(C)c(S(=O)(=O)c2c(N)n(/N=C/c3ccco3)c3nc4ccccc4nc23)c1	1	-6	6	0.8	1	109	6	21	0.9	0
Cc1ccc(/C=N/NC(=O)CNC(=O)COc2ccccc2)cc1	-2	24	14	0.8	1	101	-24	15	0.94	-3
O=C1CCN=C(Nc2ccc(F)cc2)N1Cc1ccccc1	-3	-2	3	0.9	1	103	2	8	1.3	-4
COc1cc2[nH]c3c(Cl)ncnc3c2cc1OC	7	5	4	0.9	1	104	-5	11	1.7	-2
Nc1c(C(=O)c2ccc(F)cc2)oc2ccccc12	8	-35	4	0.9	1	122	35	13	1.4	2
CC(=O)OC1OCCOC1NC(=S)Nc1ccc(C)cc1 (centres undefined)	5	5	18	0.9	1	100	-5	12	1.3	-5
C=CCn1c(-c2ccc(F)cc2)n[nH]c1=S	-1	-3	-1	1	1	100	3	-4	1.4	1
Cc1cccc2cc(C(c3nnnn3Cc3ccccc3)N3CCN(c4ccccc4)CC3)c(=O)[nH]c12 (centres undefined)	-14	-4	9	0.7	1	101	4	30	1.1	-2

Profiles as entered above. Screens in order: TLR4-MyD88 BLA	APP transl inh	G6PDH counter	Diaphorase act	FLuc act counter	STAT1 activator	APP 5'UTR act	Diaphorase inh	NF-kB expr up	FLuc inh counter
COc1cc2[nH]c3c(Cl)ncnc3c2cc1OC reads 7	5	4	0.9	1	104	-5	11	1.7	-2
Cc1cccc2cc(C(c3nnnn3Cc3ccccc3)N3CCN(c4ccccc4)CC3)c(=O)[nH]c12 (centres undefined) reads -14	-4	9	0.7	1	101	4	30	1.1	-2
C=CCSc1nnc(-c2ccccc2NC(C)=O)c(=O)[nH]1 reads 1	-11	12	1	0.8	100	11	1	1.1	23
O=C1CCN=C(Nc2ccc(F)cc2)N1Cc1ccccc1 reads -3	-2	3	0.9	1	103	2	8	1.3	-4
Cc1ccc(/C=N/NC(=O)CNC(=O)COc2ccccc2)cc1 reads -2	24	14	0.8	1	101	-24	15	0.94	-3

As a short view, part of the list above.
SMILES	TLR4-MyD88 BLA	APP transl inh	G6PDH counter	Diaphorase act	FLuc act counter	STAT1 activator	APP 5'UTR act	Diaphorase inh	NF-kB expr up	FLuc inh counter
COc1cc2[nH]c3c(Cl)ncnc3c2cc1OC	7	5	4	0.9	1	104	-5	11	1.7	-2
Nc1c(C(=O)c2ccc(F)cc2)oc2ccccc12	8	-35	4	0.9	1	122	35	13	1.4	2

Next records follow:
SMILES	TLR4-MyD88 BLA	APP transl inh	G6PDH counter	Diaphorase act	FLuc act counter	STAT1 activator	APP 5'UTR act	Diaphorase inh	NF-kB expr up	FLuc inh counter
O=C(O)c1cc(-c2cccs2)nc2cc3c(cc12)OCCO3	7	-12	-5	0.8	0.6	103	12	21	1.1	35
COc1ccccc1NC(=O)Nc1nnc(CC(=O)Nc2ccccc2)s1	-6	23	-2	1	1.1	90	-23	1	1.4	-6
O=C(CCn1cccc1)Nc1cc(F)ccc1F	5	11	3	0.9	1.1	101	-11	9	1	-7
N/C(=N\c1nc2ccccc2o1)NC(=O)c1ccccc1	-9	-23	0	1	1	115	23	-4	1.5	-3
N/C(=N\OC(=O)COc1ccc2ccccc2c1Br)c1cccnc1	-2	-7	1	0.8	1	97	7	16	nt	4
CC(=O)OCC[N+](C)(C)C	8&-9	-7&-3	14	1	1	94&97	7&3	4	1.1&1	-1
COc1ccc(Oc2ccc3c(C(F)(F)F)cc(C(F)(F)F)nc3n2)cc1	4	-5	9	0.9	1.1	100	5	12	1.1	-7
CCCCCn1c(Sc2ncccn2)nc2c1c(=O)[nH]c(=O)n2C	5	64*	6	1.1	1.1	94	-64	-12	1.2	-8
O=C(Cn1nnc2ccccc21)C1CC1	2	-12	-2	0.9	1	98	12	9	0.99	-4
Cn1c(CCN2CCCCC2)nc2cc(NS(=O)(=O)c3ccc(Cl)cc3)ccc21	nt	nt	13	0.9	1	nt	nt	6	1.7	-2
O=C(C1=C[C@H](C2CC2)C[C@H](OCCCCO)O1)N1CCN(Cc2ccc3c(c2)OCO3)CC1	-9	-4	3	0.5	1	101	4	49	0.89	-2
O=C(O)C(Oc1ccc2c3c(c(=O)oc2c1)CCC3)c1ccccc1 (centres undefined)	-3	9	0	1.1	1	96	-9	-9	1.3	2
CCOc1ccc(C(=O)Nc2cccc(C(=O)O)c2)cc1Cl	0	-76	-1	1	0.2	34	76	1	6.2*	79*
CCCCCOC(=O)c1[nH]c2c(c1C)C(=O)C(C(=O)OC)C(C)C2 (centres undefined)	-7	-28	6	0.9	1	109	28	8	2	4
O=C(Nc1ccccc1-c1ccccc1)NC1CCN(CC(=O)N2CCOCC2)CC1	2	-13	-14	0.9	1.1	96	13	6	1.1	-7
CC1CCN(c2ccc(C(=O)OCC(=O)NCCN3C(=O)CSC3=O)cc2[N+](=O)[O-])CC1	-9	11	-4	0.9	1	103	-11	14	1.3	-1
COc1ccc(OC)c(C2C=C(c3ccc(C)c(C)c3)Nc3nnnn32)c1 (centres undefined)	nt	nt	5	0.9	1.1	nt	nt	9	1.2	-7
CCOC(=O)Cc1csc(NC(NC(=O)OCC)(C(=O)OCC)C(F)(F)F)n1 (centres undefined)	13	11	nt	nt	nt	92	-11	nt	1.2	nt
Cc1ccc(-n2nc3c(c2NC(=O)C(C)(C)C)CSC3)c(C)c1	-2	0	2	0.8	1.1	99	0	20	0.97	-6
O=C(NC1(C(F)(F)F)N=C2SCCN2C1=O)c1ccco1 (centres undefined)	-5	-8	0	1	1	98	8	4	1.1	0
CN(Cc1ccncc1)C1CC(=O)N(c2ccc(F)cc2)C1=O (centres undefined)	1	15	21	1.1	1	97	-15	-11	1	1
COC(=O)/C(=N/Nc1ccccc1)N1CCCc2ccccc21	-8	2	-11	0.9	1	101	-2	13	0.94	-4
O=S(=O)(c1cccc2nsnc12)N1CCN(C/C=C/c2ccccc2)CC1	0	-11	12	1	1.1	97	11	5	1	-8
O=C(NC(C(=O)N/N=C/c1cccc2ccccc12)c1n[nH]c(=O)c2ccccc12)c1ccccc1 (centres undefined)	4	-3	11	0.7	1	97	3	32	1.1	-1
Fc1ccc(-n2c(-c3ccc4c(c3)OCO4)n[nH]c2=S)cc1Cl	1	-9	-3	0.7	1	109	9	32	1.7	-2
CC(Sc1nc2ccccc2s1)C(=O)N1CCOCC1 (centres undefined)	-5	-5	-2	0.9	1.1	104	5	10	1.8	-8
Cc1nn(C)c(C)c1CCC(=O)O	0	4	12	nt	1	96	-4	nt	1	-1
Cc1ccc(OCC(=O)Nc2ccc(N(C)C)cc2)cc1	12	-12	1	0.9	1.1	91	12	12	1	-6
CN(C)c1ccc(-c2nc3ccccn3c2/N=C/c2ccc(Br)cc2)cc1	7	-158	-2	0.9	0.1	134*	158*	8	1.8	94*
O=C1c2cccc3c(N4CCCCC4)ccc(c23)C(=O)N1c1ccccn1	16	1	4	0.5	1	111	-1	52*	1.1	0
CCOC(=O)C(C)Sc1ncnc2c1c(-c1ccccc1)cn2-c1ccc(OC)cc1 (centres undefined)	-10	-2	-36	0.8	1	103	2	22	1.2	-3
Cc1ccc(S(=O)(=O)N2CCOCC2)cc1C(=O)Nc1ccc2c(c1)CCC2	7	-2	1	1	0.9	87	2	-1	1.1	6
CCc1ccc2c(c1)/C(=N/OC)C(=O)N2	-14	-1	4	0.9	1	100	1	10	1.1	-4
O=C(CN1CCCc2ccccc21)N/N=C/c1ccccc1	2	-37	-9	0.8	1.1	123	37	16	1.3	-7
CCN(CC)C(=O)COc1ccc(/C(C)=N/NC(=O)c2ccccc2O)cc1	4	1	12	1	0.4	94	-1	0	1.6	63*
O=C(O)CCC(=O)/C=C/c1ccccc1	-20	-27	20	0.9	1	82	27	13	1.1	1
